# Source: PubChem BioAssay (several laboratories)
# sdo1 growth: compounds rescuing growth of sdo1-depleted yeast, bone marrow failure model. z-score at 10 µM. AID 817. actives 0.21% (n = 140,000). S. cerevisiae sdo1-depleted JHY4D growth rescue, OD600 30 h; active compounds read high; pdr5 snq2 efflux-pump mutant strain;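 active means z-score above 3 at both the 24 hr and the 30 hr optical density reads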;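 further: z-score against mean and SD of all compound wells on the same plate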
# Insulin prom inh: TRM-6 insulin promoter activity inhibition; TRM-6 cells (human fetal islet line), insulin promoter-eGFP reporter, imaging; reporter expression induced with tamoxifen; inhibition, % at 2 µM; actives 0.9% (n = 130,000); AID 1273;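 active means inhibition above the mean plus 3 SD, with well images judged a real hit on visual review, cut at about 60% in these data, passing the limit was not always enough; inconclusive means inhibition over the cutoff but images rejected on review; inactive means inhibition not above the cutoff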
# sdo1 growth Rescue 24 h: further read-out of sdo1 growth, marked with its call; z-score; S. cerevisiae sdo1-depleted JHY4D growth rescue, OD600; measured here: growth rescue at 24 h;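 0 is the plate mean of compound wells and units are plate SD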
# * = called active by the depositor; ? = inconclusive; / = no result given.
SMILES,sdo1 growth,sdo1 growth Rescue 24 h,Insulin prom inh
CCCc1cc(C(=O)Cc2ccc(C(=O)OCC)o2)c(O)cc1O,-1.2,-1.3,3
COc1ccc(S(=O)(=O)N(C)CC(=O)Nc2ccc(C(N)=O)cc2)cc1OC,/,/,-73
N#Cc1c(NC(=O)C2CC(c3c(F)cccc3Cl)=NO2)sc2c1CCC2 (stereo not given),-1.1,-0.74,-95
Cc1cc(F)ccc1S(=O)(=O)N1CCCOC1CNC(=O)C(=O)NCCc1c[nH]c2ccccc12 (stereo not given),0.29,-0.41,-69
O=C1CN(CC(=O)Nc2cccc(Cl)c2Cl)c2ccccc2N1,/,/,-220
COc1ccc(OC)c(/C=N/NC(=O)C(=O)NCc2cccnc2)c1,/,/,-71
Cc1c(C(=O)C(=O)N2CC=C(c3ccccc3)CC2)c2ccccc2n1C,-0.91,-1.9,48
CSCCC(NC(=O)c1ccccc1)c1nc(-c2ccccc2)no1 (stereo not given),-1.8,-2.2,/
O=C1CCCc2c1nn(-c1ccccc1)[n+]2[O-],0.56,-0.01,-22
CCCCN(C(=O)c1ccco1)c1nnc(-c2cc(OC)c(OC)c(OC)c2)s1,1,2.9,64
CCn1cc(C(=O)NC2CCCCC2)c(=O)c2cc(S(=O)(=O)N(C)C)ccc21,0.79,0.36,/
COc1ccccc1N1CCN(C(=O)CSc2nc(C)cc(=O)[nH]2)CC1,0.47,0.55,43
CCc1ccccc1NS(=O)(=O)c1ccc2c(c1)NC(=O)CC(=O)N2,2,0.02,8
CSCc1nnc(NC(=O)c2ccc(S(=O)(=O)N(CC(C)C)CC(C)C)cc2)o1,-1.5,-1.2,-100
CCOC(=O)N1CCC(N2C(=O)c3ccccc3C2Nc2c(C)cccc2C)CC1 (stereo not given),-0.87,-0.79,/
CCN(CC)c1ccc(/C=N/n2c(=S)[nH]nc(C)c2=O)cc1,0.6,0.51,/
COc1cc2cc(C(=O)O)[nH]c2c(OC)c1OC,0.78,0.46,9
CCc1nc(SC)[nH]c(=O)c1C,0.12,-0.72,/
CC1CC(OCC(O)CN2CCOCC2)CC(C)(C)C1 (stereo not given),0.35,0.7,50
COCCn1nnnc1CN1CCC(C)CC1,-0.28,-0.43,-38
COc1cc(C(=O)N(Cc2cccc(Cl)c2)C2CCS(=O)(=O)C2)cc(OC)c1OC (stereo not given),0.25,-0.42,-48
CCN(CC)CCSc1nc(O)c(Cc2ccccc2)c(=O)n1-c1ccccc1,/,/,-33
O=c1[nH]c(-c2ccc(F)cc2)nc2c1sc(=S)n2-c1ccccc1,-0.33,-0.55,/
O=C(Nc1cccnc1)c1ccc(Oc2ccccc2)cc1,0.14,0.28,-15
COCCOC(=O)c1c(C)oc2cc(Br)c(OCC(N)=O)cc12,0.6,0.18,-19
CC(C)c1ccc(-c2nnn(Cc3nc4ccccc4s3)n2)cc1,-0.75,-0.34,-8
Cc1nc2ccccc2c2c1C(=O)N(C(C)C)C2=O,-0.6,-1.1,15
O=C(CSc1nc2ccccc2c(=O)n1CCCN1CCOCC1)Nc1cccc(S(=O)(=O)N2CCCCCC2)c1,0.12,0.25,-15
Clc1ccc2oc(-c3ccccn3)nc2c1,1.4,0.71,37
O=C(Nc1nc(-c2ccccn2)cs1)C1COc2ccccc2O1 (stereo not given),-3.4,-2.8,14
Cc1ncc([N+](=O)[O-])n1CCOC(=O)c1ccccc1,0.28,-0.76,/
CCC(c1nnnn1Cc1ccc2c(c1)OCO2)N1CCN(c2ccc(OC)cc2)CC1 (stereo not given),-0.98,0.22,/
O=C(COC(=O)C1CC1)Nc1ccc2[nH]c(=O)[nH]c2c1,/,/,-17
CCN1C(=O)c2cccc3c(S(=O)(=O)NCc4ccco4)ccc1c23,-0.07,0.05,24
CC(=O)c1c(COC(=O)c2ccccc2)nc2ccccc2[n+]1[O-],-0.76,-0.94,22
CNC(=S)N1CCN=C1Nc1nc(C)cc(C)n1,/,/,38
CCNC(=O)/C=C1\NC(C)(C)Cc2c1ccc1ccccc21,-0.17,0.31,30
CCOC(=O)c1sc(C)c2c(=O)n(CC)nnc12,-0.43,-1.3,-5
COCc1nnc(NC(=O)CSc2ccc(C)cc2)s1,-0.24,-0.24,-82
COc1ccc(CNC(=O)Cn2nnc(-c3ccc(NC(=O)C4CCCCC4)cc3)n2)cc1,-0.98,0.09,-4
CN1C(=O)CC(N2CCN(CC(N)=O)CC2)C1=O (stereo not given),-0.51,-1.2,27
COc1cc(/C=N/Nc2ncc(C(F)(F)F)cc2Cl)cc(OC)c1O,0.91,0,31
Cc1c(NCc2nc3ccccc3[nH]2)c(=O)n(-c2ccccc2)n1C,-0.04,-0.29,36
COc1cc(CNCCc2c[nH]c3ccccc23)ccc1OCc1ccc(F)cc1,-2,-1.3,-79
COC(c1ccccc1)c1nnc(CCC(=O)N2CCN(CCOc3ccccc3)CC2)o1 (stereo not given),/,/,13
Cc1noc(C)c1S(=O)(=O)NCCCN1CCN(Cc2ccccc2)CC1,1.8,1.1,-21
CCCCCn1c(N(C)Cc2ccccc2)nc2c1c(=O)[nH]c(=O)n2C,-2,-0.1,/
O=C1c2ccccc2NC(c2ccccn2)N1c1ccc(Cl)cc1 (stereo not given),-0.57,-0.1,3
Cc1cc(Oc2ccccc2)nc(OCC#N)n1,1.3,1.1,-9
COc1ccc(C(c2c(O)nc(SC)n(C)c2=O)c2c(O)nc(SC)n(C)c2=O)cc1O,0.63,-0.53,/
CSc1nc(-c2ccc(F)cc2)cc(=O)[nH]1,-0.32,-0.58,21
CS(=O)(=O)Nc1ccc(C(=O)N2CCN(c3ccccc3F)CC2)cc1,0.41,-0.09,14
CCCCNC(=S)NNC(=O)c1c(C)nc2ccccn12,/,/,14
CCCCOc1cccc(/C=N/NC(=O)c2csc(C)c2C)c1,-0.17,0.5,/
O=c1cc(O)c(-c2ccccc2)c(Cl)[nH]1,0.79,0.36,20
Cc1ccc(C2N3CC4([N+](=O)[O-])CN2CC([N+](=O)[O-])(C3)C4(C)C)cc1 (stereo not given),0.66,0.79,-24
CCCOc1ccccc1NC(=O)c1ccc(N)cc1,-1.7,-1.6,-16
CCCOc1ccc(NC(=O)CC2C(=O)N(C)C(=S)N2Cc2ccc3c(c2)OCO3)cc1 (stereo not given),-0.48,0.18,-42
COc1ccc2c(c1OC)C(=O)OC2Nc1ccccc1S(=O)(=O)C(F)F (stereo not given),0.74,1.1,4
O=C(CCC1CCCN(C(=O)CCC(F)(F)F)C1)NCc1ccc(F)c(F)c1 (stereo not given),/,/,6

# Following part:
SMILES,sdo1 growth,sdo1 growth Rescue 24 h,Insulin prom inh
C=CCSc1nnc(Cn2c(=O)sc3ccccc32)n1C,0.06,0.28,/
CC(OC(=O)c1ccc(Cl)nc1)C(=O)NC(C)(C)C (stereo not given),/,/,53
OCC1CCCN(c2ncnc3scc(-c4ccccc4)c23)C1 (stereo not given),/,/,50
O=C(NCc1ccccc1)c1csc2c1CCCCC2,-0.94,-0.95,-41
Cc1ccccc1-c1nnc(-c2ccc(Cl)cc2)o1,-0.3,-0.07,-55
O=C(Nc1ncc(Cc2ccccc2)s1)C1=NCCN1,/,/,-105
COC(=O)CC1COc2ccccc2N1C(=O)c1ccc(OC)cc1 (stereo not given),-0.61,1.6,-36
Cc1ccnc(N2CCC(C(=O)NNC(=O)c3ccccc3)CC2)n1,-0.05,0.18,6
O=C1CC(c2ccccc2)NC(=O)N1 (stereo not given),0.67,-0.01,/
O=C(NCCn1cc(SCC(=O)N2CCOCC2)c2ccccc21)c1c(F)cccc1F,/,/,-12
CCOc1ccc(C(=O)N2CCN(c3cccc(C)c3C)CC2)cc1,-0.79,-0.91,/
O=C(N/N=C(/c1ccccc1)c1ccncc1)c1ccc2c(c1)OCO2,-0.08,0,-17
CC1CCN(c2ccc(C(=O)NCCc3ccccc3)cn2)CC1,-1.7,-1.4,38
O=[N+]([O-])c1cccc(/C=C/c2nc(C=Nc3ccccc3)c(O)o2)c1,-0.2,0.28,/
Cc1nn(-c2ccccc2)c(Cl)c1/C=C/C(=O)c1ccc(O)cc1,-0.81,-0.21,-70
CCN(CC)c1ccc(NC(=O)CN2C(=O)CSc3ncccc32)c(C)c1,-0.53,-0.12,/
C/C(CC(=O)Nc1ccc(N(C)C)cc1)=N\NC(=O)Cc1csc(N)n1,2,1.2,11
Clc1ccc(COn2c(-c3ccc(Cl)cc3Cl)nc3ncccc32)cc1,-2.3,-1.3,14
Cc1nn(-c2ccccn2)c(C)c1Oc1ccccc1O,0.38,0.52,/
COc1ccc(S(=O)(=O)N2CC(O)CC2C(=O)OCc2nc3sc(C)c(C)c3c(=O)[nH]2)cc1 (stereo not given),-0.22,-1.5,8
Cc1ccc(-c2noc(CCC(=O)N3CCN(c4cccc(C(F)(F)F)c4)CC3)n2)cc1,0.13,1.6,-19
CCCn1c(SCC(=O)NCc2ccccc2)n[nH]c1=O,/,/,-42
Cc1ccc(Cl)cc1N1CCN(C(=O)C2CCN(c3nnc(-n4cccc4)s3)CC2)CC1,-2,-1.6,?
O=c1cc(CSc2nnc3ccccn23)c2c(ccc3ccccc32)o1,-0.33,-0.23,7
Cc1[nH]c(=O)[nH]c(=O)c1NC(=O)CSc1ncccc1-c1nc2ccccc2[nH]1,1.4,2.1,41
O=C1OC(c2ccc3c(c2)OCO3)N(C(=O)c2ccc(Cl)c(Cl)c2)c2ccccc21 (stereo not given),-1.1,-0.09,-3
Cc1cccc(CS(=O)(=O)Cc2ccc(C(=O)NCc3ccco3)o2)c1,0.61,-1.5,-23
COc1ccc(/C=N\n2nnc3ccccc32)cc1,-0.35,0,-11
CCN(CC)C(=O)CSc1nc2[nH]ncc2c(=O)[nH]1,/,/,9
COn1c2c(c3c4nonc4ccc31)CCCC2,-1.1,-1.4,-107
Cc1ccc(NC(=O)c2cccs2)cc1S(=O)(=O)Nc1cccc(Cl)c1,-1.8,-1.9,/
CCOC(=O)c1sc(-c2ccc(C)cc2)c(C#N)c1C,1.1,2,3
CCOc1cc(NC(=O)c2ccccn2)c(OCC)cc1NC(=O)c1ccc(C)cc1,/,/,0
O=C1C2CC=CCC2C(=O)N1Cc1ccccc1 (stereo not given),0.88,0.46,44
O=C(Nc1ccccc1-c1ccccc1)c1ccc(Cl)c([N+](=O)[O-])c1,-1.4,-1.5,/
COc1ccc(-c2nnc3ccc(SCC(=O)N4CCCC4)nn23)cc1,-0.18,-0.49,/

# 2 of the compounds above, with bars between the fields:
Compound | sdo1 growth | sdo1 growth Rescue 24 h | Insulin prom inh
CCN(CC)C(=O)CSc1nc2[nH]ncc2c(=O)[nH]1 | / | / | 9
COn1c2c(c3c4nonc4ccc31)CCCC2 | -1.1 | -1.4 | -107

# Next section
SMILES,sdo1 growth,sdo1 growth Rescue 24 h,Insulin prom inh
CCOC(=O)c1cc(-c2ccc(OC)cc2)nc2c1c(C)nn2CCC(N)=S,/,/,29
Cc1ccc(NC(=O)c2ccc(S(=O)(=O)N3CCCCC3)cc2)cc1,-1,-0.35,16
COc1ccc(CCNc2nc(-c3sc(C)nc3C)cs2)cc1OC,-0.73,-0.71,-138
COC(=O)c1cccc(NC(=O)/C=C/c2cccc([N+](=O)[O-])c2)c1,-0.68,0.21,17
O=C(COC(=O)CNC(=O)c1cccc([N+](=O)[O-])c1)Nc1cccc(S(=O)(=O)N2CCCC2)c1,0.24,-0.61,19
O=C(CN1C(=O)COc2ccccc21)Nc1ccc(F)cc1,0.99,2.5,/
CCOC(=O)CSc1nnc(C)c(=O)[nH]1,0.87,0.5,63
CCO/C=C1\C(=O)N(CC)c2ccccc21,0.64,0.93,24
Cn1c2c(c(=O)[nH]c1=O)C(NC(=O)c1ccco1)(C(F)(F)F)C(=O)N2 (stereo not given),1.6,1.6,-22
CCOC(=O)CSC1=NC(=O)/C(=C/c2ccc(Br)cc2)S1,/,/,36
N#Cc1c(N2C(=O)Nc3ccccc3N2O)sc2c1CCCCCC2,1.7,1.6,13
CCOC(=O)C1CCN(C(=O)CSc2c3c(nc4ccccc24)CCC3)CC1,/,/,-20
CCC(Oc1ccccc1)C(=O)Nc1cc(C)on1 (stereo not given),0.26,0.01,/

# Of the compounds above, 16 have an aryl thioether with sulfur outside any ring.
SMILES,sdo1 growth,sdo1 growth Rescue 24 h,Insulin prom inh
COc1ccccc1N1CCN(C(=O)CSc2nc(C)cc(=O)[nH]2)CC1,0.47,0.55,43
CCc1nc(SC)[nH]c(=O)c1C,0.12,-0.72,/
CCN(CC)CCSc1nc(O)c(Cc2ccccc2)c(=O)n1-c1ccccc1,/,/,-33
O=C(CSc1nc2ccccc2c(=O)n1CCCN1CCOCC1)Nc1cccc(S(=O)(=O)N2CCCCCC2)c1,0.12,0.25,-15
COCc1nnc(NC(=O)CSc2ccc(C)cc2)s1,-0.24,-0.24,-82
COc1ccc(C(c2c(O)nc(SC)n(C)c2=O)c2c(O)nc(SC)n(C)c2=O)cc1O,0.63,-0.53,/
CSc1nc(-c2ccc(F)cc2)cc(=O)[nH]1,-0.32,-0.58,21
C=CCSc1nnc(Cn2c(=O)sc3ccccc32)n1C,0.06,0.28,/
O=C(NCCn1cc(SCC(=O)N2CCOCC2)c2ccccc21)c1c(F)cccc1F,/,/,-12
CCCn1c(SCC(=O)NCc2ccccc2)n[nH]c1=O,/,/,-42
O=c1cc(CSc2nnc3ccccn23)c2c(ccc3ccccc32)o1,-0.33,-0.23,7
Cc1[nH]c(=O)[nH]c(=O)c1NC(=O)CSc1ncccc1-c1nc2ccccc2[nH]1,1.4,2.1,41
CCN(CC)C(=O)CSc1nc2[nH]ncc2c(=O)[nH]1,/,/,9
COc1ccc(-c2nnc3ccc(SCC(=O)N4CCCC4)nn23)cc1,-0.18,-0.49,/
CCOC(=O)CSc1nnc(C)c(=O)[nH]1,0.87,0.5,63
CCOC(=O)C1CCN(C(=O)CSc2c3c(nc4ccccc24)CCC3)CC1,/,/,-20

# Random draw from the library; about 0.91% have a hit in one of these screens.
